Assay outcomes deposited in PubChem BioAssay by NCI.
All columns: NCI-60 one-dose screen, growth in % after 48 h at 10 µM unless noted; 100 = growth as untreated, 0 = no growth, -100 = all killed.
DU-145 – DU-145 prostate cancer; 81,000 compounds, 4.2% hits
OVCAR-4 – OVCAR-4 ovarian cancer cells. 80,000 compounds, 3.7% hits. AID 1794784
U251 – U251 CNS tumor cells; 80,000 compounds, 5.4% hits; AID 1794753
OVCAR-8 – OVCAR-8 ovarian cancer | 81,000 compounds, 4.4% hits
SF-268 – SF-268 CNS cancer cells | AID 1794759 | 82,000 compounds, 3.1% hits
SK-OV-3 – SK-OV-3 ovarian cancer cells. AID 1794785. 80,000 compounds, 3.2% hits
OVCAR-3 – OVCAR-3 ovarian cancer | 79,000 compounds, 7% hits | AID 1794787
PC-3 – PC-3 prostate cancer cells; AID 1794754; 80,000 compounds, 3.9% hits
OVCAR-5 – OVCAR-5 ovarian cancer. 82,000 compounds, 2.9% hits. AID 1794783
Starred values were filed as active, the others as inactive; / = not tested or not shown; & = joins results of further samples. Rule for the calls: active = growth percent below 10; inactive = the rest.

structure | DU-145 | OVCAR-4 | U251 | OVCAR-8 | SF-268 | SK-OV-3 | OVCAR-3 | PC-3 | OVCAR-5
N#C/C(=C\NCc1ccc2c(c1)OCO2)S(=O)(=O)c1ccccc1 | 95 | 121 | 106 | 109 | 94 | 119 | 100 | 92 | 102
COC1=CC(CO[Si](C)(C)C)=CC2C(O)c3ccccc3N3C(=O)COC123 (stereo not given) | 111 | 98 | 100 | 97 | 98 | 103 | 104 | 92 | 102
CC(C)(C)Nc1nc2c(OCCc3ccccc3)cccn2c1-c1cccc(F)c1 | 23 | 19 | -44* | 10 | 19 | -17* | -0.7* | -4.7* | 14
O=S(=O)(O)CCI | 112 | 105 | 110 | 113 | 104 | 111 | 114 | 96 | 108
COc1cccc(-c2nn(-c3ccccc3)cc2-c2ccnc(NCCNS(=O)(=O)c3cccc4ccccc34)c2)c1 | 74 | 58 | 55 | 58 | 57 | 84 | 67 | 28 | 108
COc1ccccc1Sc1nnc(/N=C2\C(=O)Nc3ccc(F)cc32)s1 | 104 | 91 | 85 | 93 | 91 | 108 | 100 | 92 | 108
Brc1ccc(-c2cc(-c3ccc4c(c3)OC=CO4)n[nH]2)s1 | 99 | 88 | 89 | 96 | 89 | 88 | / | 101 | 105
c1ccc(-c2c3c(cn2CCN2CCCC2)-c2oncc2CC3)cc1 | 119 | 104 | 104 | 106 | 105 | 113 | 113 | 99 | 99
Cc1nc2sccn2c1/C=N/N1CCNC1=O | 102 | 106 | 100 | 100 | 111 | 108 | 105 | 112 | 99
COc1ccc2oc3c(ccc[n+]3C)c(=O)c2c1 | 113 | 108 | 94 | 96 | 101 | 100 | 109 | 93 | 99
Cc1c(/C=C/C(=O)c2ccc3ccccc3c2)[n+]([O-])c2cc(F)ccc2[n+]1[O-] | 107 | / | 96 | 81 | 105 | 104 | 107 | 92 | 115
Nc1[nH]c2cc(Cl)ccc2c(=O)c1-c1ccccc1 | 105 | 102 | 100 | 100 | 101 | 108 | 105 | 94 | 95
O=C(CCN1C(=O)CCC1=O)Nc1nccs1 | 109 | 100 | 104 | 106 | 95 | 99 | 98 | 90 | 100
O=C(NCCCNc1nccc(-c2c(-c3cccc(F)c3)nc3sccn23)n1)c1ccc(Cl)cc1 | 93 | 90 | 93 | 77 | 92 | 67 | 79 | 79 | 120
CCCCCCCOC(=O)Nc1ccc(OCC)cc1 | 107 | 103 | 98 | 100 | 101 | 102 | 109 | 84 | 99
CCCCCCCC[C@@H](O)CC(=O)N[C@@H](CC(N)=O)C(=O)N[C@@H](CCC(N)=O)C(=O)N[C@H](CC(=O)c1cc(C)cc(O)c1C(=O)c1c(O)cccc1O)CC(C)C | 78 | 80 | 33 | 93 | 58 | 76 | 47 | 82 | 104
C[n+]1ccc(Nc2ccc(NC(=O)c3ccc(C(=O)Nc4ccc(Nc5cc[n+](C)cc5)cc4)cc3)cc2)cc1 | 78 | 93 | 88 | 71 | 84 | 90 | 104 | 81 | 92
COc1cccc(/C=N/Nc2nnc(N/N=C/c3cccc(OC)c3OC)c3ccccc23)c1OC | 114 | 98 | 100 | 90 | 112 | 110 | 115 | 86 | 98
Cc1cccc2c1ccc1cc(C(C)C)ccc12 | 105 | 111 | 94 | 101 | 99 | 94 | 109 | 89 | 100
COc1cc(C=C2C(=O)NC(=O)NC2=O)cc(CN2CCN(C)CC2)c1O | 111 | 115 | 102 | 104 | 96 | 97 | 111 | 97 | 99
CC(C)N(C)CCOC(=O)C(c1ccccc1)C1CCCC1 (stereo not given) | 107 | 113 | 101 | 102 | 103 | 114 | 109 | 92 | /
CCN(CC)CCOC(=O)c1cccnc1 | 109 | 90 | 98 | 98 | 102 | 96 | 107 | 100 | 96
CCC(=O)O/N=C(\Cn1ccnc1)c1ccc(Cl)cc1 | 113 | 112 | 96 | 95 | 99 | 97 | 105 | 91 | 100
CC(=O)[C@@H]1CC[C@]2(C(N)=O)CC[C@]3(C)[C@H](CC[C@@H]4[C@@]5(C)CCCNC(C)(C)[C@@H]5CC[C@]43C)[C@@H]12 | 92 | 85 | 82 | 98 | 80 | 108 | 89 | 66 | 92

Reprinted at random: four entries already listed.
structure | DU-145 | OVCAR-4 | U251 | OVCAR-8 | SF-268 | SK-OV-3 | OVCAR-3 | PC-3 | OVCAR-5
COc1cc(C=C2C(=O)NC(=O)NC2=O)cc(CN2CCN(C)CC2)c1O | 111 | 115 | 102 | 104 | 96 | 97 | 111 | 97 | 99
Cc1cccc2c1ccc1cc(C(C)C)ccc12 | 105 | 111 | 94 | 101 | 99 | 94 | 109 | 89 | 100
COc1cccc(/C=N/Nc2nnc(N/N=C/c3cccc(OC)c3OC)c3ccccc23)c1OC | 114 | 98 | 100 | 90 | 112 | 110 | 115 | 86 | 98
C[n+]1ccc(Nc2ccc(NC(=O)c3ccc(C(=O)Nc4ccc(Nc5cc[n+](C)cc5)cc4)cc3)cc2)cc1 | 78 | 93 | 88 | 71 | 84 | 90 | 104 | 81 | 92

New compounds follow.
structure | DU-145 | OVCAR-4 | U251 | OVCAR-8 | SF-268 | SK-OV-3 | OVCAR-3 | PC-3 | OVCAR-5
COc1cc(CNC(=O)/C=C/c2ccc3c(c2)OCO3)ccc1OCc1cn(-c2ccc(C#N)cc2)nn1 | 102 | 73 | 95 | 89 | 89 | 94 | 111 | 87 | 99
CCN1C(=S)N(c2ccccc2)C2N=C(SC)N(/N=C/C=C/c3ccccc3OC)C21 (stereo not given) | 106 | 97 | 88 | 105 | 108 | 156 | 116 | 95 | 140
COc1ccc(NCCCCN2C(=O)c3ccccc3OC=C2c2ccccc2)cc1 | 101 | 100 | 89 | 89 | 99 | 75 | 99 | 45 | 94
CCCCCCCC1CC(=O)OC1=O (stereo not given) | 106 | 105 | 99 | 104 | 96 | 106 | 111 | 101 | 109
CC(=O)OCC1SC(OC(C)=O)C(NC(=O)/C=C/CCl)C(OC(C)=O)C1OC(C)=O (stereo not given) | 104 | 101 | 91 | 98 | 98 | 86 | 102 | 87 | 148
CCOC(OCC)C(=O)C(C#N)c1ccc(C#N)cc1 (stereo not given) | 104 | 105 | / | 113 | 107 | 105 | 114 | 110 | 96
Cc1ccc(/C=C\C(=O)c2ccccc2)cc1 | / | 103 | 78 | 88 | / | 108 | / | 88 | 106
COc1cccc(-c2cc(C(=O)O)c3cc4ccccc4cc3n2)c1OC | 110 | 102 | 101 | 97 | 102 | 102 | 104 | 103 | 102

Three neighbouring records already listed, quoted:
structure | DU-145 | OVCAR-4 | U251 | OVCAR-8 | SF-268 | SK-OV-3 | OVCAR-3 | PC-3 | OVCAR-5
CCOC(OCC)C(=O)C(C#N)c1ccc(C#N)cc1 (stereo not given) | 104 | 105 | / | 113 | 107 | 105 | 114 | 110 | 96
Cc1ccc(/C=C\C(=O)c2ccccc2)cc1 | / | 103 | 78 | 88 | / | 108 | / | 88 | 106
COc1cccc(-c2cc(C(=O)O)c3cc4ccccc4cc3n2)c1OC | 110 | 102 | 101 | 97 | 102 | 102 | 104 | 103 | 102

Continuation:
structure | DU-145 | OVCAR-4 | U251 | OVCAR-8 | SF-268 | SK-OV-3 | OVCAR-3 | PC-3 | OVCAR-5
COc1ccc(/C(C)=N/NC(=O)COc2ccc3c(C)c(Cc4ccccc4)c(=O)oc3c2C)cc1OC | 112 | 110 | 101 | 94 | 100 | 98 | 114 | 95 | 108
CCc1c(C(=O)Nc2nc3ccccc3s2)nnn1-c1ccccc1F | 101 | 72 | 87 | 96 | 109 | / | 94 | 65 | 98
O=C(/C=C/C(=O)c1ccccc1)c1ccccc1 | 115 | 108 | 94 | 110 | 107 | 115 | 102 | 125 | 115
Cc1ccc([I+]c2ccc(C)cc2)cc1 | 89 | 57 | 64 | 41 | 63 | 75 | 70 | 56 | 76
CCCCCCCCCCCCCCCCCCOc1ccccc1CC(=O)OCC[N+](CC)(CC)CC | 34 | 19 | 14 | 18 | 24 | 66 | 31 | 18 | 41
CCC(C)(C)C(=O)CC(=O)C(C)(C)CC | 112 | 106 | 103 | 116 | 103 | 108 | 111 | 81 | 108
Oc1ccccc1-c1nc2c(n1-c1ccccc1)-c1cccc3cccc-2c13 | 101 | 73 | 91 | 92 | 87 | 95 | 88 | 79 | 107
CC1(C)C[C@@H]2C[C@@](C)(CN2S(=O)(=O)c2ccc(C(=O)Nc3ccc(Cl)c(S(=O)(=O)N4CCOCC4)c3)cc2)C1 | 73 | 48 | 63 | 60 | 53 | 79 | 77 | 42 | 98
O=C(NNc1ccc([N+](=O)[O-])cn1)Nc1cccc([N+](=O)[O-])c1 | 116 | 106 | 99 | 110 | 114 | 100 | 108 | 88 | 109
O=C(CBr)c1ccc(F)c2ccccc12 | 110 | 99 | 100 | 104 | 108 | 99 | 109 | 93 | 100
CC12CCC(C(NC(=S)NN)C1=O)C2(C)C (stereo not given) | 128 | 103 | 111 | 104 | 114 | 114 | 121 | 93 | 105
O=C(c1ccccc1)C(Cc1ccccc1)c1ccccc1 (stereo not given) | 102 | 93 | 91 | 103 | 94 | 101 | 97 | 84 | 96
Cc1ccc(S(=O)(=O)NCCSc2nc(-c3ccc(F)cc3)c(C#N)c(=O)[nH]2)cc1 | 108 | 105 | 97 | 102 | 100 | 105 | 109 | 92 | 105
COc1cc(/C=C2\SC(=S)N(NC(=O)CSc3nnc(Cc4ccccc4Nc4c(Cl)cccc4Cl)n3-c3ccccc3)C2=O)cc(OC)c1 | 105 | 98 | 92 | 99 | 92 | 112 | 101 | / | 98
COc1cccc2nc(Nc3cccc(NC(=O)c4ccc(CN5CCN(C)CC5)c(C(F)(F)F)c4)c3)ccc12 | -83* | -83* | -74* | -65* | -54* | -82* | -37* | -51* | -98*
CC1=C(Nc2ccccc2)C(=O)OC1C (stereo not given) | 102 | 77 | 71 | 73 | 101 | 102 | 50 | 46 | 96
O=c1[nH]c2ccc(Cl)cc2cc1CSc1ccccc1Nc1nccc(-c2ccc(C(F)(F)F)cc2)n1 | 82 | 59 | 61 | 42 | 79 | 123 | 75 | 55 | 99
C[N+](C)(C)N | 110 | 117 | 103 | 104 | 107 | 94 | 125 | 107 | 112
CC(=O)OCC1OC(COC(C)=O)(c2ccc(C)cc2)C(OC(C)=O)C1OC(C)=O (stereo not given) | 115 | 116 | 107 | 102 | 103 | 104 | 118 | 94 | 109
CCCCCCCCCCCCCCCCCCOP(=O)([O-])OC1CC[N+](C)(C)CC1 | 25&54 | 65 | -68* | 50 | 14&39 | 48&36 | 14&66 | -75* | -61*
NS(=O)(=O)c1ccc(NC(=O)Nc2nncs2)cc1 | 110 | 101 | 110 | 107 | 100 | 121 | 115 | 99 | 102
O=C1NN=C2CCCCCCC12 (stereo not given) | 103 | 103 | / | 100 | 98 | 96 | 102 | 99 | 86
COc1ccc(-c2nn(-c3ccc(NC(=O)c4ccc(Cl)c(Cl)c4)cc3)cc2-c2ccncc2)cc1Cl | 68 | 79 | 25 | 64 | 49 | 66 | 57 | 27 | 61
COc1ccc2nc3sc(C(=O)Nc4ccc(C(=O)/C=C/c5ccc(Cl)cc5)cc4)cc3cc2c1 | 98 | 101 | 99 | 97 | 95 | 99 | 107 | 84 | 100
COc1ccc(C2=NOC(CC(=O)N3CC(C)OC(C)C3)C2)cc1OC1CCCC1 (stereo not given) | 107 | 95 | 99 | 101 | 100 | / | 108 | 99 | 97
COc1ccc(/C=C/C(=O)c2ccc(NC(=O)CSc3nnc(-c4cc(-c5ccccc5)nc5ccccc45)n3-c3ccccc3)cc2)cc1 | 95 | 96 | 102 | 93 | 98 | 109 | 102 | 90 | 93
COC(=O)[C@H](C)NC(=O)[C@@H](OC)[C@@H]1Cc2cc3cc(OC4CC(OC5CC(O)C(O)C(C)O5)C(O)C(C)O4)c(C)c(O)c3c(O)c2C(=O)[C@H]1OC1CC(OC2CC(OC3CC(C)(O)C(O)C(C)O3)C(O)C(C)O2)C(O)C(C)O1 (stereo not given in full) | 13 | 0.2* | 7.5* | 9.2* | 14 | 23 | 5.0* | 8.2* | 14
O=C(CSc1nnc(COc2cnc3ccccc3n2)o1)Nc1ccc(Cl)c(Cl)c1 | 105 | 92 | 81 | 99 | 99 | 112 | 102 | 90 | 102
NC(=S)C(=S)N=Cc1c(N)[nH]n(-c2ccccc2)c1=O | 112 | 91 | 95 | 103 | 97 | 102 | 107 | 91 | 87
Clc1ccc(N/N=C(/c2ccccc2)c2ccccn2)nc1 | 42 | 25 | 42 | 33 | 38 | 26 | 41 | 35 | 49
C=C1CCCCC1O (stereo not given) | 109 | 97 | / | 102 | 118 | 95 | 125 | 98 | 102
Cc1cccc(CC(=O)c2ccccc2)n1 | 100 | 90 | 90 | 92 | 95 | 92 | 105 | 81 | 84
C(=N\N1CCCCCC1)/c1ccc(/C=N/N2CCCCCC2)cc1 | 109 | 98 | 88 | 104 | 111 | / | 106 | 81 | 94
Cc1nc2sccn2c1-c1csc(Nc2ccccc2Cl)n1 | 68 | 47 | 42 | 53 | 71 | 76 | 48 | 54 | 55
CCOC(=O)n1c(-c2c(N)n[nH]c2N)nc2ccccc21 | 97 | 93 | 98 | 99 | 97 | 100 | 88 | 85 | 92
CC(=O)OC[C@@H]1O[C@H](n2cc(COc3ccc(C=O)cc3)nn2)[C@@H](OC(C)=O)[C@H](OC(C)=O)[C@H]1OC(C)=O | 103 | 105 | 109 | 106 | 93 | 113 | 99 | 96 | 107
CCCCSc1nc2sc3c(c2c(=O)n1-c1ccccc1)CCCCC3 | 107 | 96 | 96 | 95 | 107 | 90 | 116 | 94 | 101
CC(=O)Nc1cccc(-c2[nH]c3ccccc3c2C=O)c1 | 106 | 89 | 93 | 98 | 96 | 101 | 103 | 86 | 108
